Assay outcomes from PubChem.
Diaph act CS: compounds boosting diaphorase resazurin reduction – biochemical, uHTS, resorufin fluorescence, counter-screen for diaphorase-coupled primary assays, primary screen; Diaphorase/resazurin coupled assay, 16 min; hits give high values; 1 = vehicle wells, 0 = NADH-free wells; activation factor at 20 µM; hit rate 0.005% among 190,000;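 active means diaphorase activity raised at least twofold by the compound at 20 µM; inactive means activation factor below 2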
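Assay system: bacterial diaphorase enzyme (C. kluyveri) / Input: enzyme 0.07 U/mL final / Medium: 50 mM HEPES pH 7.4 with 4.542 mM MgCl2, 0.005% Tween 20 / Doses: single compound dose of 20 µM, 1% DMSO final / Incubation: 16 min enzyme reaction, ambient temperature / Signal: fluorescence, excitation 544 nm and emission 590 nm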
RAM inhibit: inhibitors of the yeast RAM network, primary screen, dse1pr::URA3 reporter, 5-FOA selection | hit rate 1.8% among 190,000 | inhibition, % at 50 µM | S. cerevisiae dse1pr::URA3 reporter, 5-FOA growth OD615, 2 d; analog-sensitive cbk1-as2 kinase mutant strain;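 active means inhibition above a set limit, 3 SD over mean compound inhibition, cut at about 8.4% in these data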;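 further: 0% = DMSO-only wells with no growth and 100% = 10 µM 1-NA-PP1 full growth; inhibition rescues growth on 5-FOA so higher OD means more RAM inhibition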
S1P3 antagonist: S1P3 receptor antagonists, primary screen, cell-based; inhibition, % at 4.98 µM; hit rate 0.27% among 170,000; Sphingosine 1-phosphate receptor 3 (Homo sapiens), Q99500; CHO S1P3 NFAT-BLA reporter, FRET fluorescence, antagonist mode;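 active means inhibition above the plate cutoff, the mean inhibition of test wells on that plate plus 3 SD, cut at about 28% in these data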;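 further: cells challenged with S1P at its EC80 of 0.8 µM; blue over green emission ratio from cleaved BLA substrate after 4 h stimulation; 0% = S1P-stimulated wells and 100% = unstimulated DMSO-only wells; some compounds past the cut are filed as inactive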
PMI act satM6P: human PMI activators, high substrate, primary screen, biochemical, fluorescence intensity, near-saturating mannose 6-phosphate | activation factor at 20 µM | coupled PMI enzyme assay, resazurin fluorescence, 20 min; hits give high values; 1 = untreated enzyme, 0 = substrate-free blank | hit rate 0.34% among 190,000 | AID 1216, 2008;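 active means activation factor of 2 or more at 20 µM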
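Test system: human phosphomannose isomerase with PGI, G6PDH, diaphorase coupling enzymes; amount: 15 ng/mL PMI; incubation: enzyme reaction with compound 20 min at room temperature; technique: resorufin fluorescence (Ex 544/Em 590 nm) from resazurin via diaphorase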
G6PDH CS: L. mesenteroides G6PDH inhibitors, counter-screen for G6PDH-coupled screening assays, biochemical, Leuconostoc mesenteroides enzyme; inhibition, % at 5 µM; AID 1020, 2008; hit rate 0.12% among 200,000; Purified L. mesenteroides G6PDH, diaphorase/resazurin coupled fluorescence, 45 min
Lmaj promast: Leishmania major promastigote growth inhibition, primary screen; AID 1063, 2008; inhibition, % at 10 µM; Leishmania major promastigotes, resazurin fluorescence viability; hit rate 9% among 200,000;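 further: promastigotes grown with compound for 44 hours at 28 °C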
Diaphorase inh: diaphorase inhibitors and chemical oxidizers, primary screen, counter-screen for diaphorase-coupled primary assays, biochemical, uHTS, resorufin fluorescence | diaphorase resazurin-to-resorufin fluorescence, NADH, 16 min; bacterial (C. kluyveri) enzyme, not human | inhibition, % at 20 µM | hit rate 0.69% among 190,000 | AID 1217, 2008;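 active means primary screen inhibition at 20 µM above a set limit, cut at about 50% in these data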;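 further: plate controls were DMSO with full reaction for no effect and wells lacking NADH for full effect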
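System: Diaphorase enzyme from Clostridium kluyveri | Amount: Enzyme working solution with 0.14 U/mL diaphorase | Benchmarks: No-NADH positive control and DMSO neutral control | Signal: Fluorescence of resorufin formed from resazurin, Ex 544/Em 590 nm | Schedule: 16-min room-temperature incubation before reading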
Hsp70 act: Hsp70 transcriptional activators, primary screen, cell-based, HeLa, Hsp70 promoter luciferase, luminescence, 10 µM | hit rate 0.04% among 200,000 | activation, % at 10 µM | HeLa Hsp70 promoter luciferase reporter; scaled: vehicle 0, proteasome-inhibitor control 100%;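 active means activation above the mean across all tested compounds plus 3 SD, cutoff set per campaign, cut at about 5.5% in these data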;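 further: 100% = MG132 at 30 µM as the positive control and 0% = DMSO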
DTT redox prof: compounds producing H2O2 with reducing agent – biochemical, NIH compound library profiling, artefact control for MLSCN library redox annotation, primary screen; DTT-dependent redox cycling H2O2, phenol red/HRP absorbance; 100% = 100 µM peroxide control, 0% = buffer; hit rate 0.03% among 200,000; activation, % at 10 µM;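 active means activation of at least 50% relative to the plate's high and low controls in the primary single-dose screen; inactive means activation below 50%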;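 further: compound incubated with DTT at 0.8 mM final as the reducing agent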
TLR4 MyD88 comp: inhibitors of TLR4-MyD88 association in cells, primary screen, cell-based, HeLa CL3-4, BLA complementation, FRET ratio; Toll-like receptor 4 (Homo sapiens) + Myeloid differentiation primary response protein …; HeLa CL3-4 TLR4/MyD88 BLA complementation; inhibition, % at 8.4 µM; hit rate 0.18% among 200,000; AID 861, 2007; in the data active means inhibition above about 25%;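 further: 0% = vehicle and 100% = reference inhibitor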
Target sequence (O00206 whole entry, looked up): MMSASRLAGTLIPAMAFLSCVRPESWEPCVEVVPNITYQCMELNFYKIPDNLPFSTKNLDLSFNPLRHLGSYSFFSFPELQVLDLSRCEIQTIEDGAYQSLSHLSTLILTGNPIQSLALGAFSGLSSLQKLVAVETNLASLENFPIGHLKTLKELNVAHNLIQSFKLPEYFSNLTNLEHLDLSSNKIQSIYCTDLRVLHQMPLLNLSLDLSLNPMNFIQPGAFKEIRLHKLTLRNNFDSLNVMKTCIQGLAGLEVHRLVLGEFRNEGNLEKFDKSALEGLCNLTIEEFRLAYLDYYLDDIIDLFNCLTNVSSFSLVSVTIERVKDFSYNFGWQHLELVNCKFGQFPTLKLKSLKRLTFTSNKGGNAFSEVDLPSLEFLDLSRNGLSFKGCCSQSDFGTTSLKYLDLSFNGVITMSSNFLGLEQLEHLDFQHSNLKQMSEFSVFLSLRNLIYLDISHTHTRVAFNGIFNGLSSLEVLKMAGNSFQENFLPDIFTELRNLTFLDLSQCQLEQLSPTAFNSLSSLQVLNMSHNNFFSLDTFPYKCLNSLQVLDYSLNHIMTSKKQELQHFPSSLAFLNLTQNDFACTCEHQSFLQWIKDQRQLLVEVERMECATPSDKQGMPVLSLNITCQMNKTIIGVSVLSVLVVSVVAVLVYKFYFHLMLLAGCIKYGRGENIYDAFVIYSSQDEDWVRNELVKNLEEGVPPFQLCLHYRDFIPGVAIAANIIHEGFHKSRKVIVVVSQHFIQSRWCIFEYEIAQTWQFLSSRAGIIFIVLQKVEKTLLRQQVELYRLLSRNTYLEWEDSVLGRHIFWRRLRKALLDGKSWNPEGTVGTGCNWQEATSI
Target sequence (Q99836 whole entry, looked up): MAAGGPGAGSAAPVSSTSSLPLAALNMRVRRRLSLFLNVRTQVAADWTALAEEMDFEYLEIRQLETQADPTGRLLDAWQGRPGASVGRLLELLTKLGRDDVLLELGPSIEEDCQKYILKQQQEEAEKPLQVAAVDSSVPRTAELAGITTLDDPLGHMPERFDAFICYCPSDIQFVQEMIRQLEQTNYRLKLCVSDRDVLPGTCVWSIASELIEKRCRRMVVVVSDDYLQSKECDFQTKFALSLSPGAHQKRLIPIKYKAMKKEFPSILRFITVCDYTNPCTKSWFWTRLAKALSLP
PMI act: activators of human PMI, primary screen, biochemical, fluorescence intensity, near-Km mannose 6-phosphate; Mannose-6-phosphate isomerase (Homo sapiens), P34949; purified human PMI, coupled resazurin fluorescence, 20 min; hits give high values; 1 = vehicle control, 0 substrate-free wells; activation factor at 20 µM; hit rate 0.005% among 190,000;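 active means activation factor of 2 or more at 20 µM, relative to plate controls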
The depositor's hits bear a star; · = not tested or not shown. Unless noted, no stated cut-off is given here; in the data, active means inhibition above about 50%; inactive means the rest.

SMILES	Diaph act CS	RAM inhibit	S1P3 antagonist	PMI act satM6P	G6PDH CS	Lmaj promast	Diaphorase inh	Hsp70 act	DTT redox prof	TLR4 MyD88 comp	PMI act
CCCCC(=O)Nc1ccc(NC(=O)c2ccccc2OC)cn1	1	1.0	20	1	9	1	-3	-0.5	1.5	3	0.9
CC(C)CNS(=O)(=O)c1ccc(OCC(=O)NCC2CCCO2)c(Cl)c1 (stereo not drawn)	0.8	1.0	·	1	3	-10	18	-0.4	0.1	2	1
CCOC(=O)c1nnc2cc(-c3ccc(Br)cc3)nn2c1C	0.9	4.5	12	1	-4	-2	11	-0.1	2.8	-4	0.9
Cc1cccc(CCNc2nc3ccccc3n3nnnc23)c1	1.1	3.9	·	1.1	5	-6	-5	-0.2	1.9	4	1.1
O=C(c1c[nH]c(C(=O)N2CCN(c3ccccc3F)CC2)c1)c1cccc(Cl)c1Cl	0.9	3.5	-10	1	7	7	7	-0.1	-0.1	13	1
Cn1ccnc1SCC(=O)NC1CC1	1	0.3	·	1.1	9	-2	5	0.0	0.2	-3	1
NS(=O)(=O)c1ccc(CNC(=O)C23CC4CC(CC(C4)C2)C3)cc1	0.9	1.2	·	0.9	11	0	10	-0.5	0.1	9	0.9
CCCCc1nc2ccccc2c(NC(=O)CN2CCCC2)c1CCC	0.8	1.8	·	1	6	13	23	-0.4	1.9	0	1
Cc1cccc(N/N=C(\C#N)S(=O)(=O)C(C)(C)C)c1	1	1.8	4	1	5	-1	5	-0.1	-1.0	-9	1
CCOC(=O)CC1COc2ccccc2N1C(=O)c1ccc(C)cc1 (stereo not drawn)	0.9	0.7	·	0.9	-13	-2	14	0.6	1.8	6	0.9
Cc1nnc(N/N=C\c2ccc(-c3ccccc3[N+](=O)[O-])o2)n1N	0.5	1.1	-16	0.4	24	58*	48	-0.1	-0.4	0	0.4
CNC(=O)c1sccc1SCc1c(Cl)cccc1Cl	1	-0.8	·	1	12	38	4	-0.1	0.3	11	1
O=C(Nc1ccccc1)OCCCc1ccccc1	0.9	6.7	-11	1	2	3	8	0.2	-0.3	3	1
CCc1ccc2c(c1)C1(SC(NC(C)=O)=NN1C(C)=O)C(=O)N2CC (stereo not drawn)	1	1.0	-3	1.1	7	5	0	0.2	-0.5	-1	1.1
CC1CCc2c(C(=O)NCC3CCCO3)csc2C1 (stereo not drawn)	1	0.8	-6	1	14	-8	2	-0.2	-1.1	-1	1
NC(=NC(=O)c1ccccc1)N1CCOCC1	0.9	0.1	·	1	11	-9	9	0.1	-3.8	0	1
COc1ccc(NC(=O)c2[nH]c(C)c(C(C)=O)c2C)cc1	0.9	0.7	-8	0.9	-3	-1	10	-0.1	-1.5	-5	1
CC(=O)N1CCC(=NNc2nc3ccccc3[nH]2)CC1	0.9	0.4	-12	1	-2	8	14	-0.1	-3.5	-2	1.3
Cc1nn(C(C)C(=O)O)c2ccccc12 (stereo not drawn)	1	0.8	-12	1	9	-10	-1	0.1	0.8	8	1
O=C(COc1ccc(/C=N/NS(=O)(=O)c2ccccc2)cc1)NCCc1ccccc1	0.8	2.3	·	0.8	13	-3	21	-0.5	2.0	-9	0.8
CCC(=O)NNc1nc2c(F)cccc2s1	1	0.4	-5	1	0	-5	-3	-0.3	-0.5	-15	1
CCC(c1nnnn1CC1CCCO1)N(CCCO)Cc1cc2cccc(C)c2[nH]c1=O (stereo not drawn)	1	1.1	·	1.2	2	-2	1	-0.2	2.9	-18	1.2
CCOP(=O)(OCC)C(NC(=O)Nc1cccc(Cl)c1)c1ccccc1 (stereo not drawn)	0.9	1.9	7	0.9	0	2	13	-0.4	-0.1	-13	0.9
O=C(Nc1ccccc1C(F)(F)F)c1ccc(F)c(S(=O)(=O)N2CCOCC2)c1	0.9	1.0	·	1	4	7	10	-0.3	2.2	-8	1
Cc1cc(C)c(S(=O)(=O)Nn2cnnc2)c(C)c1	0.9	1.0	-4	1.1	9	6	13	-0.1	-1.2	5	1
Fc1ccccc1-n1[nH]nnc1=S	1	-0.9	·	0.9	11	-5	0	0.2	0.5	0	0.6
COc1ccc2ccccc2c1CNC(=O)CC1C(=O)NCCN1CC(C)C (stereo not drawn)	0.9	1.4	-27	0.6	5	21	13	0.2	1.0	-11	0.8
COc1ccc(N2C(=O)C3CCCN3C2c2ccccc2)cc1Cl (stereo not drawn)	0.9	1.0	-7	0.9	4	-4	12	-0.2	-0.5	-3	0.9
CCCCn1c(=O)nc2n(-c3ccccc3C)c3ccccc3cc-2c1=O	0.7	1.8	12	1.1	7	5	31	-0.3	-0.7	1	1.1
Fc1cccc(Nc2nc(Cl)nc(Cl)n2)c1	1	-0.6	-9	2.2*	4	6	2	0.5	-1.5	10	1.8
CCc1nnc(NC(=O)Cn2nc(-c3ccccc3OC)ccc2=O)s1	1	2.8	-18	1.1	6	-5	1	-0.6	1.9	-5	1.1
Cc1cc([N+](=O)[O-])nn1CC(=O)Nc1ccccn1	0.9	1.0	-6	0.9	5	1	10	-0.3	-0.9	1	1
CCCCN(C)C1CCN(C(=S)Nc2cccc(SC)c2)CC1	0.9	-0.5	-6	1	4	90*	5	0.1	1.0	-28	1.1
CC1=C(C)C(=O)C(N2CCOCC2)=CC1=O	0.9	-0.5	-13	1.2	9	34	13	-0.2	0.5	-3	1
N#Cc1nc(-c2ccc(Cl)cc2)oc1N1CCCCC1	1.1	0.8	·	1.1	4	0	-14	-0.2	2.5	1	1
CCOC(=O)N1CCC(NC(=O)c2ccc3c(c2)N(Cc2ccc(C)cc2)CCS3)CC1	0.7	1.5	·	0.8	-16	6	28	-0.3	-0.7	-3	0.7
CCOC(=O)CNC(=O)C1CCCN(c2ncccn2)C1 (stereo not drawn)	0.9	0.7	-6	1	0	-4	12	-0.4	0.8	-14	1
CCC(=O)Oc1ccc2c(C)c(Cl)c(=O)oc2c1	0.9	2.4	0	1	-2	-4	15	-0.4	0.2	7	1
C=CCN1C2CCCC1CC(NC(=S)Nc1ccc(Cl)cc1)C2 (stereo not drawn)	0.9	2.0	-8	1	13	96*	6	-0.2	-0.9	-3	1
COc1ccc(OCCCSc2ncccn2)cc1	0.8	-0.8	1	1	7	-2	17	0.0	1.6	-3	1
COc1ccc(CCNC(=O)/C=C/c2ccc(C)cc2)cc1OC	0.9	1.6	·	0.9	2	-3	11	-0.1	1.4	-2	0.9
O=C(CCN1C(=O)C2C3C=CC(C3)C2C1=O)NCC1CCCO1 (stereo not drawn)	0.9	2.5	6	1	-8	-4	11	-0.3	-0.3	-19	1
Nc1nonc1/C(=N/O)N1CCCC1	0.8	1.6	-26	1	2	-7	18	-0.3	2.3	-1	0.9
C/C=C/c1ccc(OCCCCNCc2ccco2)c(OC)c1	0.9	2.2	-11	0.9	-1	93*	11	-0.4	-0.8	9	0.9
Cc1[nH]c2c(C(=O)N3CCCC(CCC(=O)NCc4ccccc4F)C3)cccc2c1C (stereo not drawn)	0.9	-1.1	-8	1	10	3	10	-0.4	0.5	10	1
COCCNC(=O)COc1ccc(C)cc1C	1.1	0.1	·	1.1	1	-5	-10	-0.2	0.1	12	1.1
O=C(COC(=O)c1cccc(S(=O)(=O)NCc2ccccc2)c1)NCC1CCCO1 (stereo not drawn)	0.9	1.9	-6	1	6	-3	13	-0.2	-1.7	10	1

Compounds from the list above that contain an aryl methoxy group (8):
SMILES	Diaph act CS	RAM inhibit	S1P3 antagonist	PMI act satM6P	G6PDH CS	Lmaj promast	Diaphorase inh	Hsp70 act	DTT redox prof	TLR4 MyD88 comp	PMI act
CCCCC(=O)Nc1ccc(NC(=O)c2ccccc2OC)cn1	1	1.0	20	1	9	1	-3	-0.5	1.5	3	0.9
COc1ccc(NC(=O)c2[nH]c(C)c(C(C)=O)c2C)cc1	0.9	0.7	-8	0.9	-3	-1	10	-0.1	-1.5	-5	1
COc1ccc2ccccc2c1CNC(=O)CC1C(=O)NCCN1CC(C)C (stereo not drawn)	0.9	1.4	-27	0.6	5	21	13	0.2	1.0	-11	0.8
COc1ccc(N2C(=O)C3CCCN3C2c2ccccc2)cc1Cl (stereo not drawn)	0.9	1.0	-7	0.9	4	-4	12	-0.2	-0.5	-3	0.9
CCc1nnc(NC(=O)Cn2nc(-c3ccccc3OC)ccc2=O)s1	1	2.8	-18	1.1	6	-5	1	-0.6	1.9	-5	1.1
COc1ccc(OCCCSc2ncccn2)cc1	0.8	-0.8	1	1	7	-2	17	0.0	1.6	-3	1
COc1ccc(CCNC(=O)/C=C/c2ccc(C)cc2)cc1OC	0.9	1.6	·	0.9	2	-3	11	-0.1	1.4	-2	0.9
C/C=C/c1ccc(OCCCCNCc2ccco2)c(OC)c1	0.9	2.2	-11	0.9	-1	93*	11	-0.4	-0.8	9	0.9
